Source: PubChem (National Center for Advancing Translational Sciences (NCATS))
DT40 TDP1 no CPT: qHTS for Inhibitors of human tyrosyl-DNA phosphodiesterase 1 (TDP1): qHTS in cells in absence of CPT | 15% of 420,000 active | Potency, µM (series often up to 46.2 µM), for the others: at the highest dose activity change, negative = growth inhibition, most hits filed as inhibitors | DT40 Tdp1-/- hTDP1 cells, no CPT, ATP luminescence, 48 h; also: nearly all actives have a fitted effect of over 55% in size
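Growth kinetics read by CellTiter-Glo luminescence after ≥48 hr at 37 °C. Cells: DT40 Tdp1-/- stably carrying human TDP1, 400 per well, compound exposure in the absence of CPT (DMSO vehicle).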
DT40 TDP1 CPT: DT40-hTDP1 cell growth loss with CPT; Potency, µM (series often up to 46.2 µM), for inactives: at the top dose activity change, negative = growth inhibition, hits mostly inhibitors; 12% of 420,000 active; chicken DT40 Tdp1-/-;hTDP1 cells + 20 nM CPT, ATP luminescence, 48 h; also: nearly all actives have a fitted effect of over 55% in size
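Chicken DT40 Tdp1-/- cells stably complemented with human TDP1 were seeded at 400 cells/well in medium containing 20 nM camptothecin, exposed to pin-transferred compounds, and grown at 37 °C for at least 48 hr. Viability was read as ATP luminescence.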
GCN5L2 inh: blocks human GCN5L2 histone acetyltransferase; GCN5L2 HAT assay, ThioGlo1 CoA-SH fluorescence; Potency, µM (series often up to 58.9 µM), for the others: at the top dose activity change, negative = inhibition, usual class: inhibitors; Q92830; 0.21% of 390,000 active
Target sequence (Q92830 whole entry, looked up): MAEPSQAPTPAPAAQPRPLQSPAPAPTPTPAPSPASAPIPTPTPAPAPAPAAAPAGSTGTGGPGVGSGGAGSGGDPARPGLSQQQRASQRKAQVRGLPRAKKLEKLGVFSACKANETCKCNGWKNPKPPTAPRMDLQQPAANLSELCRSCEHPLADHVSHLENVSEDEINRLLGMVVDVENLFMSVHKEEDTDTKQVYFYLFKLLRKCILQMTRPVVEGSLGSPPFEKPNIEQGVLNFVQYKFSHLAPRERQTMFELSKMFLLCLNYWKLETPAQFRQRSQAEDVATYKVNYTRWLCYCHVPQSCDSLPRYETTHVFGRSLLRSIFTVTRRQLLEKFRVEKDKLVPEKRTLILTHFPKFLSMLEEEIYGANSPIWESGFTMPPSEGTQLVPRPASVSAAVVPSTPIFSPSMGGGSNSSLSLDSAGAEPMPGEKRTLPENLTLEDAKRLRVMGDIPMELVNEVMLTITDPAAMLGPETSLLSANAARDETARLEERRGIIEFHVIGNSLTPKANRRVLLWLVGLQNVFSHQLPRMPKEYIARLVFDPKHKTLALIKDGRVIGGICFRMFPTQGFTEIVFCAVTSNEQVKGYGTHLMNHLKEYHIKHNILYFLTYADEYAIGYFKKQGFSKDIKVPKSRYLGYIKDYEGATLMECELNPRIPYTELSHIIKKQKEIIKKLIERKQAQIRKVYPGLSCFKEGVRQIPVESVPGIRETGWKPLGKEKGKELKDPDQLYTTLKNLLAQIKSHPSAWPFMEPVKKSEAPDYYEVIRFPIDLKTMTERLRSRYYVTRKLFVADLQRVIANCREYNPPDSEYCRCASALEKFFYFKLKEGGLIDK
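Fluorescence readout, Ex340nm/Em540nm: ThioGlo1 (50uM final) reacts with free CoA thiol released as 20nM GCN5L2 acetylates H3(1-25) peptide (75uM) using acetyl-CoA (70uM). Compound and enzyme sat 15 min beforehand; 20 min room-temperature reaction.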
* hit, by the source's call; u = inconclusive; x = not tested or not shown; & = joins results of further samples; ! = not confirmed by another sample; [ ] = another dose, or the depositor's remark. Calls follow the shape of the dose curve; as a rule, active = well fitted curve in the direction sought with a large enough effect; inconclusive = small, poorly fitted or top-dose-only effect, or another doubt; inactive = no such curve, though single readings can be large; an effect the other way counts as inactive or inconclusive. % is scaled to controls: 0 for no effect and ±100 for the full control effect; potency is read from the fitted curve at half-maximal effect. These rows are one share of the data; count on the stated rates, not on these rows.

Every second line gives: DT40 TDP1 no CPT	DT40 TDP1 CPT	GCN5L2 inh
> CN1CCN(c2c(F)cc3c(=O)c(C(=O)O)cn4c3c2SCC4)CC1
    12µM*	13µM*	u
> CCOc1ccccc1NC(=O)CSc1nc2ccccc2c2nc(CCn3cncc3C)nn12
    23µM*	u	-1%
> CCN1CC(CCN2CCOCC2)C(c2ccccc2)(c2ccccc2)C1=O (stereo not drawn)
    -3%	-2%	2%
> N#C/C(=C1\SCC(c2ccccc2Cl)S1)n1ccnc1 (stereo not drawn)
    24µM*	u	x
> CN1CCN(C(=O)C2CCCCC2)CC1
    -1%	-9%	0%
> Cc1cccc(C)c1NC(=O)c1cc(S(N)(=O)=O)c(Cl)cc1O
    0%	4%	x
> Cc1ccc(Cc2c(C)nc3c(-c4ccccc4)c(C)[nH]n3c2=O)cc1
    4.6µM*	6.5µM*	-3%
> CCOc1ccc(NC(=S)N2CCC(C(O)(c3ccccc3)c3ccccc3)CC2)cc1
    u	-19%	0%
> CN1CCN(CCCN2c3ccccc3Sc3ccc(S(=O)(=O)N(C)C)cc32)CC1
    23µM*	16µM*	-15%
> O=C(NCCN1CCOCC1)c1ccc(Cl)cc1
    -8%&6%&-11%	-2%&4%&3%	3%&-1%
> c1ccc(CNCCNCc2ccccc2)cc1
    -29%	-3%	4%&-11%
> CCCCOC(=O)c1ccc(N)cc1
    13%&7%	9%&0%	0%
> CO/N=C(\C(=O)N[C@@H]1C(=O)N2C(C(=O)[O-])=C(C[n+]3ccc(N)n3CCO)CS[C@H]12)c1csc(N)n1
    -7%	3%	x
> Cc1ccc(Nc2c(F)cccc2Cl)c(CC(=O)O)c1
    -22%	-19%	x
> CN(C)CCC[C@@]1(c2ccc(F)cc2)OCc2cc(C#N)ccc21
    u	u	-14%
> CC(=O)N(CC(O)CO)c1c(I)c(C(=O)NCC(O)CO)c(I)c(C(=O)NCC(O)CO)c1I (stereo not drawn)
    11%&6%	0%&-4%	0%&-24%
> Cc1nc2c([nH]1)c(=O)n(C)c(=O)n2Cc1ccco1
    -4%&-11%&-10%	-3%&6%&-14%	-4%
> Cc1cn([C@H]2C[C@H](O)[C@@H](CO)O2)c(=O)[nH]c1=O
    -8%&-16%	3%&4%	-3%&-2%
> COc1ccc(Cn2c(CCC(=O)Nc3cccc(OC)c3)nc3cccnc32)cc1
    -3%	-17%	-8%
> C[C@@H]1C[C@H]2[C@@H]3C[C@H](F)C4=CC(=O)C(Cl)=C[C@]4(C)[C@@]3(F)[C@@H](O)C[C@]2(C)[C@@]1(O)C(=O)CO
    17µM*	u	1%
> Cc1c(C(C)C)c(=O)n(-c2ccccc2)n1C
    -20%	6%	-7%
> O=c1c(O[C@@H]2O[C@H](CO)C(O)C2O)c(-c2ccc(O)c(O)c2)oc2cc(O)cc(O)c12 (stereo partly drawn)
    0%	-14%	-10%
> Cc1cc(NC(=O)C2CCN(S(=O)(=O)c3ccc4[nH]c(=O)oc4c3)CC2)ccc1Br
    u	u	16%
> COc1ccc([C@@H]2CNC(=O)C2)cc1OC1CCCC1
    u	u	-5%[21.4 µM]
> CCC12CCCN3CCc4c(n(c5ccccc45)C(O)(C(=O)OC)C1)C32 (stereo not drawn)
    u	u	-1%
> OCC(O)CN1CCN(c2ccccc2)CC1 (stereo not drawn)
    3%&15%	15%&5%	-6%
> C[C@@H]1CC(=O)NN=C1c1ccc(NN=C(C#N)C#N)cc1
    9.4µM*	11µM*	x
> CN=C(NC#N)Nc1ccc(C2=NNC(=O)CC2C)cc1 (stereo not drawn)
    3%	8%	x
> COc1ccc(S(=O)(=O)Nc2nnc(CC(C)C)s2)cc1
    -6%&-1%&0%	-1%&17%&-7%	3%&1%&-5%
> O=C1c2c(O)cccc2C(C2OC(CO)[C@@H](O)[C@H](O)[C@H]2O)c2cc(CO)cc(O)c21 (stereo partly drawn)
    -1%	-2%	-21%

Gathered by group: the entries above with an aryl methoxy group
Every second line gives: DT40 TDP1 no CPT	DT40 TDP1 CPT	GCN5L2 inh
> COc1ccc(Cn2c(CCC(=O)Nc3cccc(OC)c3)nc3cccnc32)cc1
    -3%	-17%	-8%
> COc1ccc([C@@H]2CNC(=O)C2)cc1OC1CCCC1
    u	u	-5%[21.4 µM]
> COc1ccc(S(=O)(=O)Nc2nnc(CC(C)C)s2)cc1
    -6%&-1%&0%	-1%&17%&-7%	3%&1%&-5%

(cont.)
Every second line gives: DT40 TDP1 no CPT	DT40 TDP1 CPT	GCN5L2 inh
> COc1cc(NC(=O)c2cc(C3CC3)on2)c(OC)cc1Cl
    u	u	-11%
> Nc1cc(=O)[nH]c(N)n1
    -1%&-2%&2%	u	-5%&0%
> COc1ccc(NC(=O)C2CCCN(c3nnc(C)c4c(C)n(-c5ccccc5)nc34)C2)cc1Cl (stereo not drawn)
    16µM*	10µM*	-26%
> CN(C)CCOC(=O)C(c1ccccc1)C1(O)CCCC1 (stereo not drawn)
    -1%&-9%&7%	1%&-15%&7%	-3%&4%
> CCCN(CCC)C(=O)C(CCC(=O)O)NC(=O)c1ccccc1 (stereo not drawn)
    -3%&0%&-5%	2%&11%&-2%	-5%&1%&-5%
> O=C(OC1C[C@@H]2CC3C[C@H](C1)N2CC3=O)c1c[nH]c2ccccc12 (stereo partly drawn)
    21µM*	u	-5%
> CCCc1cc(C(N)=S)ccn1
    -10%&-23%	u	-1%&-13%
> O=C1CCc2cc(OCCCCc3nnnn3C3CCCCC3)ccc2N1
    16µM*	u	-5%&-4%&-2%&4%
> CC(C)(C(=O)c1cccnc1)c1cccnc1
    -6%	1%	0%[21.4 µM]
> CC(=O)O[C@@]12CO[C@@H]1C[C@H](O)[C@@]1(C)C(=O)[C@H](O)C3=C(C)[C@@H](OC(=O)[C@H](O)[C@@H](NC(=O)OC(C)(C)C)c4ccccc4)C[C@@](O)([C@@H](OC(=O)c4ccccc4)[C@H]21)C3(C)C
    0.0012µM*	0.0011µM*	x
> COc1ccc(Sc2ccc(NC(=O)c3ccccc3Cl)cc2C#N)cc1
    13µM*	u	-8%
> COc1ccc(-c2oc3c(CC=C(C)C)c(O[C@H]4OC(CO)C(O)C(O)C4O)cc(O)c3c(=O)c2O[C@@H]2OC(C)C(O)C(O)C2O)cc1 (stereo partly drawn)
    -11%	1%	7%
> Cc1nc2nc(NC(=O)c3cccc(Cl)c3)[nH]n2c(=O)c1Cc1ccccc1
    u	u	-4%
> CCOC(=O)Nc1ccc(NCc2ccc(F)cc2)nc1N
    16µM*!	u	-21%&-7%&-21%
> CCN(CC)CCOC(=O)C(c1ccccc1)c1ccccc1
    u	u	-4%
> COc1c(O)cc2c(c1O)[C@@H]1O[C@H](CO)[C@@H](O)[C@H](O)[C@H]1OC2=O
    2%	2%	-16%
> CCN(CC)S(=O)(=O)c1ccc(C(=O)O)cc1
    23%&5%	-12%&11%	-4%&-7%
> COc1cc(C(=O)NC(c2ccccc2Cl)c2cc(Cl)c3cccnc3c2O)cc(OC)c1OC (stereo not drawn)
    21µM*	13µM*	-3%
> Oc1ccc([C@@H]2CNCCc3c2cc(O)c(O)c3Cl)cc1
    30µM*	u	x
> C/C=C(/C)C(=O)O[C@@H]1c2cc3c(c4c2[C@@]2(CO4)C(=O)C(OC)=C(OC)C=C2C[C@@H](C)[C@H]1C)OCO3
    u	u	25%
> Cc1ccsc1/C=C/C1=NCCCN1C
    -18%	-5%	-4%&-1%&-9%
> NC(=O)c1ccc([N+](=O)[O-])cc1Cl
    -16%	-17%	-16%
> CN1C(=O)CC(C)(c2ccccc2)C1=O (stereo not drawn)
    -6%	-1%	x
> CC(C)(C)c1ccc(S(=O)(=O)c2cnc(SCC(=O)Nc3ccc(F)c(Cl)c3)[nH]c2=O)cc1
    0%	5%	28µM*
> CC[C@]12CCCN3CCc4c(n(c5ccccc45)[C@@](O)(C(=O)OC)C1)[C@@H]32
    -24%&5%	-9%&-3%	-29%
> CCC(Cc1c(I)cc(I)c(N)c1I)C(=O)O (stereo not drawn)
    9µM*!	4%	-5%&9%
> NC(=O)NC(=O)Cc1ccccc1
    -5%	8%	13%
> CCCCCCCCCCOCC(O)CN (stereo not drawn)
    6.7µM*	6.7µM*	-5%
> COc1cc(C(=O)NCCCCCC(=O)O)cc(OC)c1OC
    12%&-3%	0%&7%	2%&3%
> CC1CCc2c(N3CCC(O)CC3)c(F)cc3c(=O)c(C(=O)O)cn1c23 (stereo not drawn)
    u	u	-12%&4%
> CCCCN(CCCC)CC(O)c1cc(Cl)cc2c1-c1ccc(Cl)cc1/C2=C/c1ccc(Cl)cc1 (stereo not drawn)
    -18%	3%	-18%
> COc1cc2c(c(OC)c1OC)-c1c(cc(OC)c(OC)c1OC)C[C@H](C)[C@H](C)C2
    u	u	5%
> COc1cc(C)nc(-n2nc(C)cc2OC)n1
    -1%[21.1 µM]	5%[21.1 µM]	2%
> Nc1ncnc(Nc2ccccc2)n1
    2%&-7%	9%&10%	-2%&-3%
> CC(C)[C@@H]1C(=O)N(S(C)(=O)=O)[C@H]2CCN(C(=O)/C=C\CN3CCCCC3)[C@@H]12
    u	33µM*	-12%
> O=C(c1ccccc1)c1ccc2n1CCC2C(=O)O (stereo not drawn)
    -13%	5%	-15%&-2%
> COc1cc2[nH]c(=O)[nH]c(=O)c2cc1OC
    -10%[9.04 µM]	-9%[9.04 µM]	-4%[21.4 µM]
> CN=C(N)NC(=O)Nc1c(C)cccc1C
    -26%&-19%	3%&1%	2%
> CCOC(=O)Nc1ccc2c(c1)N(C(=O)CCN1CCOCC1)c1ccccc1S2
    1%	u	0%
> Cc1ccc(C(=O)C(C)CN2CCCCC2)cc1 (stereo not drawn)
    u	u	9%
> CC(C)(CO)[C@@H](O)C(=O)NCCCO
    5%&5%	-17%&10%	1%

Gathered by group: the entries above containing an NH in an aromatic ring (9)
Every second line gives: DT40 TDP1 no CPT	DT40 TDP1 CPT	GCN5L2 inh
> Cc1ccc(Cc2c(C)nc3c(-c4ccccc4)c(C)[nH]n3c2=O)cc1
    4.6µM*	6.5µM*	-3%
> Cc1nc2c([nH]1)c(=O)n(C)c(=O)n2Cc1ccco1
    -4%&-11%&-10%	-3%&6%&-14%	-4%
> Cc1cn([C@H]2C[C@H](O)[C@@H](CO)O2)c(=O)[nH]c1=O
    -8%&-16%	3%&4%	-3%&-2%
> Cc1cc(NC(=O)C2CCN(S(=O)(=O)c3ccc4[nH]c(=O)oc4c3)CC2)ccc1Br
    u	u	16%
> Nc1cc(=O)[nH]c(N)n1
    -1%&-2%&2%	u	-5%&0%
> O=C(OC1C[C@@H]2CC3C[C@H](C1)N2CC3=O)c1c[nH]c2ccccc12 (stereo partly drawn)
    21µM*	u	-5%
> Cc1nc2nc(NC(=O)c3cccc(Cl)c3)[nH]n2c(=O)c1Cc1ccccc1
    u	u	-4%
> CC(C)(C)c1ccc(S(=O)(=O)c2cnc(SCC(=O)Nc3ccc(F)c(Cl)c3)[nH]c2=O)cc1
    0%	5%	28µM*
> COc1cc2[nH]c(=O)[nH]c(=O)c2cc1OC
    -10%[9.04 µM]	-9%[9.04 µM]	-4%[21.4 µM]
